Screening results (PubChem BioAssay)
mIDH1 inhibitor: qHTS for Inhibitors of mutant isocitrate dehydrogenase 1 (IDH1): qHTS | Isocitrate dehydrogenase [NADP] cytoplasmic (Homo sapiens), O75874 | IDH1-R132H enzyme, NADPH consumption, diaphorase/resazurin fluorescence | Potency, µM (top dose mostly 76.6 µM), for inactives: at the top dose activity change, negative = inhibition, hits mostly inhibitors | 390,000 tested, 0.093% active | AID 602179, 2012; note: potency is the fitted concentration of half-maximal effect; % is set by controls: 0 for no effect and ±100 for the full control effect; nearly all actives have a fitted effect of over 65% in size
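IDH1-R132H (0.5 ug/mL dispensed) in pH 7.5 Tris buffer was preincubated 30 min with compound, then given a substrate mix of 0.016 mM NADPH and 2 mM alpha-KG for 80 min at room temperature; remaining NADPH was read by diaphorase/resazurin fluorescence.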
TrxR1 inh: qHTS Assay for Inhibitors of Mammalian Selenoprotein Thioredoxin Reductase 1 (TrxR1): qHTS; Thioredoxin reductase 1, cytoplasmic (Rattus norvegicus), O89049; AID 588453, 2011; 390,000 tested, 1% active; recombinant rTrxR1, NADPH fluorescence consumption, selenite substrate; Potency, µM (top dose mostly 114 µM), inactives show at the highest dose activity change, negative = inhibition, usual class: inhibitors; note: potency is the fitted concentration of half-maximal effect; % is set by controls: 0 for no effect and ±100 for the full control effect; nearly all actives have a fitted effect of over 65% in size
Target sequence (O89049 whole entry, looked up): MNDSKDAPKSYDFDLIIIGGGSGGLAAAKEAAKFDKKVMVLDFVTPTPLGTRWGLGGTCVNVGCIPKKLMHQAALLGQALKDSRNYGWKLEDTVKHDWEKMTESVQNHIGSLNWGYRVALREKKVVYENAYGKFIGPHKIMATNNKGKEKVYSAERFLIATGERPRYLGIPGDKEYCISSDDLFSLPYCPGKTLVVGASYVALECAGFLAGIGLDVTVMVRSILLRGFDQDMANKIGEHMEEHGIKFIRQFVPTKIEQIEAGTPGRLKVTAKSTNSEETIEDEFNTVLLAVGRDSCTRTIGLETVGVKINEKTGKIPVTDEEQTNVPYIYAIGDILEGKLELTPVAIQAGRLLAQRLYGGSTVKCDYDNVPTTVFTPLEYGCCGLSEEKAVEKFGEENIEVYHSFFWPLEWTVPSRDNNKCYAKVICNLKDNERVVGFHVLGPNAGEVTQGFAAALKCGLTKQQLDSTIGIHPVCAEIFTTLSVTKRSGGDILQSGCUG
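Rat TrxR1 (90 nM in the dispensed reagent) was pre-reduced with 400 uM NADPH for 5 min at room temperature, then incubated with compound for 15 min. After 400 uM selenite was added, NADPH fluorescence (Ex 340/Em 450 nm) was followed for 8 min.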
Pin1 inhibitor: qHTS Assay to Find Inhibitors of Pin1; Potency, µM (top dose mostly 115 µM), inactives show top-dose activity, negative = inhibition, actives largely listed as inhibitors; 390,000 tested, 0.009% active; Pin1 FP peptide displacement, HiFluor488, 10 min; Peptidyl-prolyl cis-trans isomerase NIMA-interacting 1 (Homo sapiens), Q13526; AID 504891, 2011; active = well fitted inhibition curve with a large enough effect in the polarisation, with a control signal flat, not every such curve was filed as active; inconclusive = small, poorly fitted or top-dose-only effect, or effect the other way, or a change in a side signal; inactive = no such curve, though single readings can be large or run the other way; the % refers to the polarisation; note: potency is the fitted concentration of half-maximal effect; % is set by controls: 0 for no effect and ±100 for the full control effect
Target sequence (Q13526 whole entry, looked up): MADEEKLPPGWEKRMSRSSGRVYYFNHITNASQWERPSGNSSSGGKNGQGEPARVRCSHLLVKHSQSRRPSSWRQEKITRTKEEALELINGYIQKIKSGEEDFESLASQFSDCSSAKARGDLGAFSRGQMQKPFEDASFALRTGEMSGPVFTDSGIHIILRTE
D2 agonist: HTS Assay for Allosteric Agonists of the Human D2 Dopamine Receptor: Primary Screen for Agonists | D(2) dopamine receptor (Homo sapiens), P14416 | HEK293 T-REx D2 cells, calcium flux agonist mode | activation, % at 2 µM | 340,000 tested, 0.53% active | AID 485358, 2010;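 active = activation over 3 SD above normal in the single-dose calcium agonist read, cut at about 30% in these data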; note: 0% is about no effect
Target sequence (P14416 whole entry, looked up): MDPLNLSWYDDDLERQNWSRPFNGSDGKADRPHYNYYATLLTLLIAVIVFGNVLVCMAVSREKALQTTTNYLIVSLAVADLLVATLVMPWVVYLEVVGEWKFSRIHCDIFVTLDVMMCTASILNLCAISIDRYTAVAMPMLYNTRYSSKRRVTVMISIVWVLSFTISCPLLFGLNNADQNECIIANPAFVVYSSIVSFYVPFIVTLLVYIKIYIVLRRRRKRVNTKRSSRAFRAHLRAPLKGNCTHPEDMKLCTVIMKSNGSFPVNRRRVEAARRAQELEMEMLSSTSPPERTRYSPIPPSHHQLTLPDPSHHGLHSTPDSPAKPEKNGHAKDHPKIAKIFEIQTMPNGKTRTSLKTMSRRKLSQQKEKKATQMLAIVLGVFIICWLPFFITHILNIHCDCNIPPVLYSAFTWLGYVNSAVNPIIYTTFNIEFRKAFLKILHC
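Calcium-flux readout, 1 cycle/sec over 180 s following compound pin transfer, in inducible HEK293 Trex D2 cells (force-coupled); dopamine controls included. Positive calcium responses during this window marked compounds as potential agonists.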
TRHR agonist: qHTS for Small Molecule Agonists and Allosteric Enhancers of Human TRH Receptor: Primary Screen for Agonists; Thyrotropin-releasing hormone receptor (Homo sapiens), P34981; TRHR cells, calcium flux fluo-8, FDSS agonist mode; 360,000 tested, 0.18% active; activation, % at 2 µM; AID 493084, 2011; in the data active = activation above about 30%; note: 0% is about no effect
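In this calcium-flux screen, cells bearing human TRHR are dye-loaded with fluo-8, baselined for 10 cycles, then exposed to library compounds; positive kinetic calcium responses during the agonist phase mark hits, with TRH as control.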
TRHR PAM: qHTS for Small Molecule Agonists and Allosteric Enhancers of Human TRH Receptor: Primary Screen for Enhancers; TRHR cells, fluo-8 calcium fluorescence, EC20 TRH enhancement; Thyrotropin-releasing hormone receptor (Homo sapiens), P34981; 360,000 tested, 0.66% active; enhancement, % at 2 µM; AID 493056, 2011; in the data active = enhancement above about 30%; note: 0% is about no effect
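Enhancer read-out: after compound pinning and an initial kinetic agonist-mode read, an EC20 of TRH (10 nM final) was injected and fluo-8 calcium signal (Ex 480/Em 530) followed at 1 s/cycle for 100 cycles in TRHR-expressing cells.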
USP1 inh: Inhibitors of USP1/UAF1: Primary Screen | recombinant USP1/UAF1, Ub-Rhodamine cleavage fluorescence | Ubiquitin carboxyl-terminal hydrolase 1 (Homo sapiens), O94782 | Potency, µM (doses to about 57.1 µM), inactives show at the highest dose activity change, negative = inhibition, hits mostly inhibitors | 390,000 tested, 0.23% active; note: potency is the fitted concentration of half-maximal effect; % is set by controls: 0 for no effect and ±100 for the full control effect; nearly all actives have a fitted effect of over 60% in size; inactives centre near -12
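In this screen, compounds sit with the deubiquitinase complex (1nM) for 15 min at room temperature before Ub-Rho is added at 150nM final. Fluorescence rise is then followed for 6 reads every 60 seconds.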
D2 antagonist: HTS Assay for Allosteric Antagonists of the Human D2 Dopamine Receptor: Primary Screen for Antagonists. HEK293 TREx D2 cells, calcium flux, dopamine EC80. inhibition, % at 10 µM. 340,000 tested, 2% active; in the data active = inhibition above about 30%; note: 0% is about no effect
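Overnight-induced (tetracycline, 30 C) HEK293 T-REx cells carrying force-coupled D2 receive a no-wash calcium dye, then compound, then EC80 dopamine at 180 s; signals are read kinetically throughout.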
TrxR1 substrate: qHTS Assay for Substrates of Mammalian Selenoprotein Thioredoxin Reductase 1 (TrxR1): qHTS; 390,000 tested, 0.01% active; Potency, µM (series often up to 114 µM), inactives show top-dose activity change, negative = substrate turnover; purified TrxR1 substrate turnover, NADPH consumption readout; note: potency is the fitted concentration of half-maximal effect; % is set by controls: 0 for no effect and ±100 for the full control effect; nearly all actives have a fitted effect of over 50% in size
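Rat TrxR1, dispensed at 90 nM, was prereduced with 400 uM NADPH (final) for 5 min at ~22 deg C, then incubated with compound 15 min before 400 uM selenite. A first-read NADPH fluorescence drop versus no-compound background flagged substrates.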
Active calls of the source: *; ? = inconclusive; / = not tested or not shown; [ ] = remark or other dose. Unless noted, calls come from the whole dose curve; as a rule, active = well fitted inhibition curve with a large enough effect; inconclusive = small, poorly fitted or top-dose-only effect; inactive = no such curve, though single readings can be large or run the other way. Not all compounds are listed; count on the stated rates, not on these rows.

SMILES	mIDH1 inhibitor	TrxR1 inh	Pin1 inhibitor	D2 agonist	TRHR agonist	TRHR PAM	USP1 inh	D2 antagonist	TrxR1 substrate
O=C(O)CSCC(=O)N1N=C2/C(=C/c3ccccc3)CCCC2C1c1ccccc1 (stereo not drawn)	-6%	16%[57.1 µM]	?	-0.1	0.5	7	-26%	-5	-16%[57.1 µM]
CCOC(=O)c1[nH]cnc1C(=O)Nc1ccncc1	5%	13%[57.1 µM]	1%	-0.3	-0.1	-2	-15%	10	13%[57.1 µM]
COc1ccc(-n2nc(C(=O)NCC(=O)N3CCCCC3)c3ccccc3c2=O)cc1	3%	10%[57.1 µM]	3%	-0.4	0.0	-1	-10%	-4	-9%
Cc1cc(C)c(S(=O)(=O)N(C)CC(=O)NC2CCCC2)c(C)c1	7%	23%[57.1 µM]	-12%	-0.2	0.2	-1	4%	11	8%[57.1 µM]
C/C(Cn1nnc([N+](=O)[O-])n1)=N\NC(=O)c1ccccc1Cl	24%	18%[57.1 µM]	-11%	0.4	0.7	12	-5%	-25	11%[57.1 µM]
O=C(Cc1cccc(NC(=O)C2CCCN(C(=O)C3CC3)C2)c1)Nc1cccc(C(=O)N2CCOCC2)c1 (stereo not drawn)	1%[38.3 µM]	-9%	5%	/	/	/	-3%	/	-2%
c1ccc2c(c1)ncc1cccn12	3%	-5%	3%	0.4	0.0	4	-20%	17	517%[activator]
CCOc1cc(C2C3=C(CC(C)(C)CC3=O)N(CCOC)C3=C2C(=O)CC(C)(C)C3)ccc1OC	-3%	3%	1%	-2.5	-0.4	-2	-17%	1	-9%
CCOc1ccc(NC(N)=O)cc1OCC	0%	2%	0%	-0.9	-0.3	-4	-13%	-15	-3%
COc1ccc(C2C(C#N)=C(SCC(=O)Nc3ccc(C)cc3)NC3=C2C(=O)CC(C)(C)C3)cc1 (stereo not drawn)	13µM*	13%[57.1 µM]	28%	1.8	3.4	3	-11%	-2	16%
Cc1ccc(C)c(NC(=O)C2CCN(c3ncnc4c3nc3n4CCCCC3)CC2)c1	2%	9%	-5%	/	-0.9	6	-5%	/	3%
COc1ccccc1C(=O)NC(=O)COC(=O)C1(C)CC1(Cl)Cl (stereo not drawn)	-2%	7%	5%	-0.2	0.0	-3	-15%	-5	2%

4 of these compounds in a different format.
compound | mIDH1 inhibitor | TrxR1 inh | Pin1 inhibitor | D2 agonist | TRHR agonist | TRHR PAM | USP1 inh | D2 antagonist | TrxR1 substrate
CCOC(=O)c1[nH]cnc1C(=O)Nc1ccncc1 | 5% | 13%[57.1 µM] | 1% | -0.3 | -0.1 | -2 | -15% | 10 | 13%[57.1 µM]
COc1ccc(-n2nc(C(=O)NCC(=O)N3CCCCC3)c3ccccc3c2=O)cc1 | 3% | 10%[57.1 µM] | 3% | -0.4 | 0.0 | -1 | -10% | -4 | -9%
Cc1cc(C)c(S(=O)(=O)N(C)CC(=O)NC2CCCC2)c(C)c1 | 7% | 23%[57.1 µM] | -12% | -0.2 | 0.2 | -1 | 4% | 11 | 8%[57.1 µM]
C/C(Cn1nnc([N+](=O)[O-])n1)=N\NC(=O)c1ccccc1Cl | 24% | 18%[57.1 µM] | -11% | 0.4 | 0.7 | 12 | -5% | -25 | 11%[57.1 µM]

Next part:
SMILES	mIDH1 inhibitor	TrxR1 inh	Pin1 inhibitor	D2 agonist	TRHR agonist	TRHR PAM	USP1 inh	D2 antagonist	TrxR1 substrate
CNCCOc1nc(N2CCOCC2)nc(C)c1[N+](=O)[O-]	-7%	2%	-16%	1.9	0.3	15	0%	1	-5%
CC(C)(CC(=O)O)CC(=O)Nc1ccc(Oc2ccc(C(C)(C)C)cc2)nc1	2%	24%	-11%	-0.2	-0.9	1	-4%	7	-3%
CCOC(=O)c1ccc(NC(=O)c2ccccc2[N+](=O)[O-])cc1	0%	3%	4%	0.7	-0.3	4	-22%	4	-2%
O=C(NCc1ccccc1)c1cccc(NC(=O)c2ccccc2)c1	5%[38.3 µM]	23%	-2%	/	/	/	-11%	/	1%
O=C(N/N=C/c1c(F)c(F)c(F)c(F)c1F)c1cc(-c2ccccc2)nc2ccccc12	5%	41%	-5%	0.2	0.4	1	-16%	-27	6%
Cc1ccc(NS(=O)(=O)c2ccc(Cl)c(NC(=S)NC(=O)C3CCCCC3)c2)cc1Cl	-9%	19%[57.1 µM]	9%	0.6	1.4	-4	-14%	13	5%[57.1 µM]
Cc1ccc(S(=O)(=O)N2CCC(=O)N(C(COCc3ccc(Cl)cc3)Cc3ccccc3)CC2)cc1 (stereo not drawn)	0%	19%	-5%	2.1	-0.4	2	?	-42	0%
C=CCN(CC=C)S(=O)(=O)c1ccc(C(=O)Nc2nnc(CSC)o2)cc1	-4%	29%	1%	1.3	-0.6	-1	-17%	4	-1%
O=C(NC1CCCCCC1)c1ccc(CS(=O)c2ccc(Br)cc2)o1 (stereo not drawn)	-4%	1%	-5%	0.5	-0.1	-21	-6%	/	-2%
Cc1cccc(NC2=C(NC(=O)c3ccccc3)C(=O)c3ccccc3C2=O)c1	9%	?	?	-1.5	1.3	-4	?	-24	-22%
O=C(O)CN=C(NS(=O)(=O)c1ccccc1)c1ccccc1	-4%	-7%	1%	-1.3	-2.2	8	-1%	-7	-6%
COc1ccc(CN=CC2=C(O)CC(C)(C)CC2=O)cc1	17%	-9%	-5%	0.9	0.3	-6	1%	-3	-8%
O=C(COC(=O)COc1ccc(Cl)cc1Br)NC1CC1	0%	8%	-4%	/	/	/	-2%	/	1%
CCOc1ccccc1NC(=O)/C(C#N)=C/c1c(C)nn(-c2ccc(F)cc2)c1Cl	-1%	6%	19%	0.3	0.4	-1	-4%	0	-3%
CCOc1ccccc1N1CC(C(=O)N2CCc3ccccc3C2)CC1=O (stereo not drawn)	4%	18%[57.1 µM]	-1%	-0.9	-0.8	1	-16%	16	11%[57.1 µM]
COc1ccc(NC(=O)CCN2C(=O)c3cccc([N+](=O)[O-])c3C2=O)cc1	6%	-24%	-17%	-0.5	0.0	-1	-21%	-8	-4%
Cc1ccccc1NC(=O)C1CCN(c2cc(-c3ccccc3)nc3ncnn23)CC1	6%	-2%	11%	1.0	0.5	2	-9%	10	3%
CC(=O)NCCc1nc2ccccc2n1CCOc1cccc(C)c1	11%	29%	0%	0.1	0.3	-5	-9%	-5	13%
COc1ccccc1CN(C)C(=O)CN1CCN(C(=O)c2cccs2)CC1	-1%	11%	1%	72*	0.6	6	-10%	29	2%
Cc1ccc([N+](=O)[O-])cc1NC(=O)Nc1ccc(S(N)(=O)=O)cc1	-3%	7%	?	0.7	0.8	9	4%	26	0%[57.1 µM]
COc1ccccc1NC(NC(=O)c1ccccn1)C(Cl)(Cl)Cl (stereo not drawn)	3%	-18%	-2%	1.5	0.4	-4	-17%	6	-7%
O=C(NCC1COc2ccccc2O1)c1ccccc1 (stereo not drawn)	0%	15%	-2%	0.2	0.0	-4	-14%	4	-8%
CCN(C(=O)c1cn(-c2cccc(OC)c2)c(=O)c2ccccc12)c1ccccc1C	-4%	20%	4%	-0.2	-0.2	-8	-19%	/	5%
CN(C)S(=O)(=O)c1ccc(Cl)c(C(=O)NC2CCN(Cc3ccccc3)C2)c1 (stereo not drawn)	8%	11%	-6%	-0.4	-1.4	2	-5%	-5	5%[0.457 µM]
COc1ccc(S(=O)(=O)NCC2CCCO2)c(Cl)c1Cl (stereo not drawn)	-1%	3%[57.1 µM]	-1%	-0.4	0.5	2	-13%	-7	6%[57.1 µM]
CC1=C(C(=O)N2CCCC(C(=O)c3cccc(C(F)(F)F)c3)C2)OCCO1 (stereo not drawn)	0%	3%	3%	/	-0.4	-4	-8%	/	1%
O=C(N=C1SCC(=O)N1c1ccccc1Cl)c1ccccc1	5%	18%[57.1 µM]	25%	1.7	0.7	0	-8%	1	6%[57.1 µM]
COc1ccc(C2CC(c3ccccc3)Nc3ncnn32)cc1 (stereo not drawn)	-5%	?	4%	2.9	0.5	1	-7%	3	5%[57.1 µM]
CC(=O)Nc1nc(SCCCc2ccccc2)n[nH]1	1%	14%[57.1 µM]	6%	0.5	-0.7	12	-1%	-8	8%[57.1 µM]
CCC(=O)Nc1cccc(-n2nnnc2SCC(=O)N2CCCCC2)c1	0%	10%	-1%	1.9	0.7	-2	-21%	9	5%
COc1ccc(-c2c(-c3ccsc3)oc3ccc(N4CCOCC4)cc23)cc1	-5%	147%[activator][57.1 µM]	?	/	/	/	-25%	/	101%[activator][57.1 µM]
CCOc1cc(N2CCOCC2)c(OCC)cc1NC(=O)COC(=O)[C@H](Cc1c[nH]c2ccccc12)NC(C)=O	1%	-3%	-1%	0.1	-0.4	1	-13%	13	-9%
CCOc1ccc(-c2nc(=S)[nH][nH]2)cc1	-4%	-30%[57.1 µM]	-12%	1.0	0.6	-5	-7%	5	9%[57.1 µM]
Cc1ccc(NC(=O)Cc2nc(COC(=O)Cc3cccc(C(F)(F)F)c3)cs2)cc1	5%	-13%	19%	0.0	0.2	16	-20%	-9	-6%
Cc1[nH]c2ccccc2c1/C=N\NC(=O)Cn1nnc(-c2ccccc2)n1	5%	21%	2%	1.8	0.5	7	0%	-13	0%
COc1cc(OC)cc(C(=O)N2CCC(C(=O)N3CCOCC3)CC2)c1	0%	30%[57.1 µM]	-2%	0.8	0.4	3	-14%	3	10%[57.1 µM]
